Screening data (PubChem BioAssay)
SNCA viab count: counter-screen for SNCA expression inhibitors: cell viability. HEK-293-SNCA-luc viability, GF-AFC fluorescence, 24 h. Potency, µM (top dose mostly 57.1 µM), for inactives: at the top dose activity change, negative = cytotoxicity, actives largely listed as cytotoxic. hit rate 0.12% among 150,000. AID 1671193;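 also: potency is read from the fitted curve at half-maximal effect; 0% = DMSO-treated cells and -100% = medium-only wells without cells; nearly all actives have a fitted effect of over 30% in size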
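HEK-293-SNCA-luc cells (1500/well) plated 24 h, then exposed 24 h to a dilution series; GF-AFC added 30 min at 37C, fluorescence 405/540 nm; normalised to medium-only and DMSO wells, Hill fit.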
3T3 cytotox: NIH 3T3 cell cytotoxicity; hit rate 4.3% among 94,000; NIH 3T3 viability, CellTiter-Glo ATP luminescence, 48-72 h; Potency, µM (top dose mostly 96.7 µM), for the others: at the highest dose activity change, negative = cytotoxicity, actives largely listed as inhibitors; also: potency is read from the fitted curve at half-maximal effect; nearly all actives have a fitted effect of over 55% in size
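Cells were seeded at 400 per well, treated with pin-transferred compound, and kept 48 or 72 hr at 37 °C before CellTiter-Glo addition and luminescence imaging of cellular ATP.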
GPT2 inhibitor: blocks human glutamate pyruvate transaminase 2. Q8TD30. Recombinant GPT2, coupled pyruvate oxidase/HRP Amplex Red fluorescence. Potency, µM (highest dose often 57.7 µM), inactives show top-dose activity change, negative = inhibition, hits mostly inhibitors. hit rate 0.25% among 100,000. AID 1671188; also: potency is read from the fitted curve at half-maximal effect; nearly all actives have a fitted effect of over 60% in size; many of its hits are not listed in these tables
Target sequence (Q8TD30 whole entry, looked up): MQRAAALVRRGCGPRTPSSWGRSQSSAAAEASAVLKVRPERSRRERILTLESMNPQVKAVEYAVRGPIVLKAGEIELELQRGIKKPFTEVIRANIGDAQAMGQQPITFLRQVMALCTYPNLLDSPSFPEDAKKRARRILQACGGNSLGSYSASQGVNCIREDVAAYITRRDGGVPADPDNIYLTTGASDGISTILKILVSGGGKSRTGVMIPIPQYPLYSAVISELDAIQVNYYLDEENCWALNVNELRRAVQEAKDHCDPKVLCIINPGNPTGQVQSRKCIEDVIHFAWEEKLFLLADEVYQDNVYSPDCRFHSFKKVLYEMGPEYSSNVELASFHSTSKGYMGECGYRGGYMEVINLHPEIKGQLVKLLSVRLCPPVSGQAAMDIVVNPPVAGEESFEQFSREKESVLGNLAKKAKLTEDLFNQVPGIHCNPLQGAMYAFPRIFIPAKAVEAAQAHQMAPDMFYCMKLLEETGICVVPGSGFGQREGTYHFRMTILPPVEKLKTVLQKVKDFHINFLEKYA
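Inhibition is scored from Amplex Red fluorescence generated when pyruvate oxidase and HRP act on pyruvate released by GPT2. Reactions contain 10ng/uL enzyme, 250uM a-KG and 2mM L-alanine and run 30 min at room temperature.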
HEK293 tox: cytotoxic compounds in HEK 293 cells. HEK 293 viability, ATP luminescence (CellTiter-Glo), 48-72 h. Potency, µM (top dose mostly 115 µM), for inactives: at the highest dose activity change, negative = cytotoxicity, actives largely listed as inhibitors. hit rate 6.6% among 94,000. AID 1345083; also: potency is read from the fitted curve at half-maximal effect; nearly all actives have a fitted effect of over 60% in size
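Viability of HEK 293 cells, plated at 250 cells/well, was judged by cellular ATP after compound treatment for 48 or 72 hr. Luminescence was imaged 10 min after CellTiter-Glo addition at room temperature.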
SNCA expr inhib: SNCA gene expression inhibition | Potency, µM (highest dose often 57.2 µM), for inactives: at the top dose activity change, negative = inhibition, usual class: inhibitors | hit rate 0.17% among 140,000 | HEK-293 SNCA-luciferase knock-in, luminescence, 24 h;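 also: potency is read from the fitted curve at half-maximal effect; plate controls were DMSO cells for no effect and cell-free wells for full effect; nearly all actives have a fitted effect of over 45% in size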
IP6K1 inhibitor: blocks human inositol hexakisphosphate kinase 1; Q92551; IP6K1 kinase, ADP-Glo luminescence, 2 h; stronger effect = lower value; activity change, % (series mostly up to about 58 µM); hit rate 0.81% among 140,000; in the data active = activity change below about -25%
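ADP-Glo luminescence measures ADP made by human IP6K1 during a 2 h RT reaction with ATP/IP6 (mix at 1.3 mM/130 uM); top library doses 57.5 and 19.1 uM final.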
Luciferase inh: Photinus pyralis luciferase inhibition. P08659. purified P. pyralis luciferase, luminescence, biochemical. Potency, µM (titrated, usually from 115 µM), without a hit: at the highest dose activity change, negative = inhibition, hits mostly inhibitors. hit rate 2.5% among 76,000. AID 1347043; also: potency is read from the fitted curve at half-maximal effect; nearly all actives have a fitted effect of over 65% in size
Target sequence (P08659 whole entry, looked up): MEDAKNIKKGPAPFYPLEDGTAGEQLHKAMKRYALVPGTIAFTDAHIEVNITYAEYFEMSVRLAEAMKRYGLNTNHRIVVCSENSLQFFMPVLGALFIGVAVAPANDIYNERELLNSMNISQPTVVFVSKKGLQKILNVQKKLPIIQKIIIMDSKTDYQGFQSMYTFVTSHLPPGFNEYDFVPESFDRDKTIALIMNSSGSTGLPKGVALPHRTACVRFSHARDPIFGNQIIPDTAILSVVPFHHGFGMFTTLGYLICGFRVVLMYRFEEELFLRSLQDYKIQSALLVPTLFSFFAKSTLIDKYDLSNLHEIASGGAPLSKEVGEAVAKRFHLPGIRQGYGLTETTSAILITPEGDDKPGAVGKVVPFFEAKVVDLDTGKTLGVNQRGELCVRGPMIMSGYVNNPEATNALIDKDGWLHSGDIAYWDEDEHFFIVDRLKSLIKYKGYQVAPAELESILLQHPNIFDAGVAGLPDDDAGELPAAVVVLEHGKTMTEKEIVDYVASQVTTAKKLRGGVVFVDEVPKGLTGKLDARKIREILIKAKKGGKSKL
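FLuc 10nM, D-luciferin 10uM, ATP 10uM, Mg acetate 10mM, Tris acetate pH 7.5, Tween/BSA; cpd qHTS; enzyme added last; CCD luminescence.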
* marks the source's active call; other numbers are inactive results; i = inactive; ? = inconclusive; / = not tested or not shown; & = joins results of further samples; ! = not confirmed by another sample; [ ] = dose if it differs, or a comment. Unless noted, calls follow the shape of the dose curve; as a rule, active = well fitted curve in the direction sought with a large enough effect; inconclusive = small, poorly fitted or top-dose-only effect, or another doubt; inactive = no such curve, though single readings can be large; an effect the other way counts as inactive or inconclusive. Unless noted, % is scaled to controls: 0 for no effect and ±100 for the full control effect.

Each structure is followed by: SNCA viab count	3T3 cytotox	GPT2 inhibitor	HEK293 tox	SNCA expr inhib	IP6K1 inhibitor	Luciferase inh
CCN(CC)C(=O)c1sc2c(c1C)c(=O)n(-c1ccc(Cl)c(Cl)c1)c(=O)n2CC(=O)Nc1cccc(OC)c1
  -6%	/	/	/	-6%	-2	/
NC(=O)[C@@H]1CN(Cc2ccco2)C[C@H]1COc1ccccc1
  0%	-4%	2%	-3%	-6%	0	7%
CCCCCNC(=O)c1cc(-c2ccc(OC)cc2)nc2c1cnn2C
  /	?	/	?	/	-2	/
Cc1noc(C)c1-c1cc2c(cc(-c3ccccc3)n2C)c(N2CCOCC2)n1
  -15%[87.6 µM]	32µM*	1%[88.5 µM]	56µM*	-14%[87.6 µM]	-16	4%[172 µM]
COc1ccc([C@@H](NC(=O)Cc2csc(C(C)=O)c2)C2CC(O)C2)cn1 (stereo partly specified)
  1%	-12%	i	-2%	26%	7	1%
CCC1(O)CCC12CCN(C(=O)c1ccco1)CC2 (stereo unspecified)
  1%	-18%	?	-9%	-6%	-7	-5%
Cc1ccc(CN2CCCCCCNC(=O)CC2c2ccccc2)s1 (stereo unspecified)
  -3%	?	i	40µM*	4%	2	3%
N#Cc1ccccc1NC(=O)C(=O)NCC(c1cccnc1)N1CCc2ccccc21 (stereo unspecified)
  1%	/	/	/	-1%	9	/
Cc1ccc(CNC(=O)C(CC(C)C)NS(=O)(=O)c2ccc3c(c2)oc(=O)n3C)cc1 (stereo unspecified)
  -4%	/	/	/	25%	16	/
O=C(CS(=O)(=O)c1cccc2nsnc12)NCc1ccccc1
  -16%	/	/	/	28%	6	/
COc1cccc(CN2CCOC[C@H](Oc3ccc(S(C)(=O)=O)cc3)C2)c1
  4%[87.6 µM]	-17%[138 µM]	-6%[88.5 µM]	-22%[172 µM]	-18%[87.6 µM]	12	16%[172 µM]
O=C(c1cccs1)N1CCCC(c2noc(COc3ccccc3F)n2)C1 (stereo unspecified)
  -4%	?	i	?	45%[activator]	5	-4%
COc1ccc(-n2cc(CN3CCN(C)C(C)C3)c(-c3cccc(F)c3)n2)cc1 (stereo unspecified)
  -7%	32µM*	1%	35µM*	12%	-3	?
COc1ccc(-c2nccc3c(=O)cc(-c4cccnc4)oc23)cc1OC
  -15%[87.6 µM]	22µM*	4%[88.5 µM]	-7%[172 µM]	15%[87.6 µM]	-16	-3%[172 µM]
CCOCCCNC(=O)CCc1cc2cc(C)ccc2[nH]c1=O
  -1%	i	i	8%	27%	29	-2%
CCc1ccc(S(=O)(=O)c2c(C(=O)c3ccccc3)cnc3ccc(CC)cc23)cc1
  -1%	/	/	/	?	-4	/
CC(=O)Nc1ccc(CNC[C@H]2COCc3nc4cc(C)ccc4n32)cc1
  -17%[87.6 µM]	?	-4%[88.5 µM]	?	-20%[87.6 µM]	-1	-1%[172 µM]
CN(C)C[C@@H]1CN(c2ccncn2)C[C@H]1NC(=O)COc1ccc(F)cc1
  3%	-6%	i	-26%	41%[activator]	6	3%
CNC(=O)[C@@H]1CN(C(=O)c2ccc(F)cc2Cl)C[C@H]1COC
  -17%	i	i	i	-6%	13	5%
Cc1ccccc1NC(=O)C1CCN(C(=O)c2ccc(F)cc2)CC1
  1%	/	/	/	-7%	4	/

2 of the compounds above, as tab-separated lines:
mol	SNCA viab count	3T3 cytotox	GPT2 inhibitor	HEK293 tox	SNCA expr inhib	IP6K1 inhibitor	Luciferase inh
CCCCCNC(=O)c1cc(-c2ccc(OC)cc2)nc2c1cnn2C	/	?	/	?	/	-2	/
N#Cc1ccccc1NC(=O)C(=O)NCC(c1cccnc1)N1CCc2ccccc21 (stereo unspecified)	1%	/	/	/	-1%	9	/

Full records, quoted from the list. Screens in order: SNCA viab count	3T3 cytotox	GPT2 inhibitor	HEK293 tox	SNCA expr inhib	IP6K1 inhibitor	Luciferase inh
`CCC1(O)CCC12CCN(C(=O)c1ccco1)CC2` (stereo unspecified) across the screens: 1%	-18%	?	-9%	-6%	-7	-5%
`CC(=O)Nc1ccc(CNC[C@H]2COCc3nc4cc(C)ccc4n32)cc1` across the screens: -17%[87.6 µM]	?	-4%[88.5 µM]	?	-20%[87.6 µM]	-1	-1%[172 µM]
`COc1ccc(-c2nccc3c(=O)cc(-c4cccnc4)oc23)cc1OC` across the screens: -15%[87.6 µM]	22µM*	4%[88.5 µM]	-7%[172 µM]	15%[87.6 µM]	-16	-3%[172 µM]
`Cc1noc(C)c1-c1cc2c(cc(-c3ccccc3)n2C)c(N2CCOCC2)n1` across the screens: -15%[87.6 µM]	32µM*	1%[88.5 µM]	56µM*	-14%[87.6 µM]	-16	4%[172 µM]

Following part:
Each structure is followed by: SNCA viab count	3T3 cytotox	GPT2 inhibitor	HEK293 tox	SNCA expr inhib	IP6K1 inhibitor	Luciferase inh
O=C(NCc1ccc(Cl)cc1)c1c[nH]c2cccnc12
  ?	16µM*	-1%[88.5 µM]	35µM*	-1%[87.6 µM]	-1	/
CCOc1ccc(NC(=O)Cn2c(=O)oc3cc(S(=O)(=O)NC4CCCC4)ccc32)cc1
  -3%	/	/	/	-14%	14	/
O=C(NC1CCCN(c2cc(-c3ccc(F)cc3)[nH]n2)C1)c1ccc(C(F)(F)F)cc1 (stereo unspecified)
  2%	-17%	-9%	?	33%[activator]	8	-6%
CCC(Cn1nnc2ccccc2c1=O)NC(=O)Nc1cccc(Cl)c1 (stereo unspecified)
  -4%	/	/	/	-17%	2	/
CCOC(=O)c1ccc(NC(=O)Cn2nc3c4ccccc4n(Cc4cccc(F)c4)cc-3c2=O)cc1
  -1%	/	/	/	5%	-11	/
O=C(Nc1ccccc1)[C@@H]1C[C@@H](c2cccc(C(F)(F)F)c2)N(CC2CCOCC2)C1
  -22%[87.6 µM]	?	?	56µM*	?	2	-4%[172 µM]
CCOC(=O)c1cc(S(=O)(=O)Nc2c(C)cc(C)cc2C)[nH]n1
  13%	/	/	/	-20%	27	/
Cc1ccccc1Nc1sc(C(=O)c2ccccc2)c(N)c1C(=O)NCc1ccc(Cl)cc1
  -11%	/	/	/	-7%	-25	/
CCc1ccc(-n2c(C)nc3cc(C(=O)NCCc4ccccc4)ccc32)cc1
  1%	/	/	/	-15%	12	/
CCN1CCN(C(=O)c2ccc3oc(-c4cccnc4)nc3c2)CC1
  4%	-1%	i	i	1%	-7	/
COc1ccc(Cl)cc1NC(=O)C1CCCN(c2ncnc3onc(C)c23)C1 (stereo unspecified)
  1%	/	/	/	27%	-2	/
Cc1nn(C)c(C)c1C(C)NC(=O)CCc1ccc2c(c1)CN(C(=O)NC(C)C)CCO2 (stereo unspecified)
  -3%[12.5 µM]	-18%	i	0%	-16%	-6	1%
COc1ccc(NS(=O)(=O)c2ccc3[nH]c4c(c3c2)CCCCC4)cc1
  -3%	/	/	/	-10%	3	/
c1cc(CN2CCOC[C@H]2c2ncc(-c3ccncc3)[nH]2)ccn1
  -5%[87.6 µM]	?	4%[88.5 µM]	-6%[172 µM]	6%[87.6 µM]	9	-7%[172 µM]
Cc1ccccc1S(=O)(=O)N1CCCC2(C1)Nc1cccnc1NC2=NC1CCCC1 (stereo unspecified)
  -23%	?	?	?	-3%	11	8%
O=S(=O)(c1ccc(Cl)cc1)c1nnn2c1nc(NCc1cccs1)c1sccc12
  6%	/	/	/	?	-3	/
O=C(Cc1ccsc1)N1CCC2(CCCN(CC3CCC3)C2=O)C1 (stereo unspecified)
  4%	?	i	?	-7%	6	-11%
Cc1ncsc1CCNC(=O)c1cn(CCC2CCCCN2)nn1 (stereo unspecified)
  5%	-7%	-11%	?	16%	7	?
CCN(C(=O)c1cnc(N2CCOCC2)c2ccccc12)c1cc(C)ccc1C
  6%	/	/	/	36%[activator]	22	/
CC(C)N(CCCNC(=O)Nc1ccc(C(C)(C)C)cc1)C[C@H]1O[C@@H](n2cc(Br)c3c(N)ncnc32)[C@H](O)[C@@H]1O
  -25%	/	-42%	/	/	0	/

Following part:
Each structure is followed by: SNCA viab count	3T3 cytotox	GPT2 inhibitor	HEK293 tox	SNCA expr inhib	IP6K1 inhibitor	Luciferase inh
Cc1ccccc1CN1C[C@@H]2[C@H](C1)N(Cc1ccccc1)C(=O)C(C)(C)[S+]2(=O)[O-]
  -3%[87.6 µM]	?	2%[88.5 µM]	?	-7%[87.6 µM]	5	-2%[172 µM]
CCCOc1ccc(CNC(=O)CCCN2C(=O)CSc3c2c(C)nn3-c2ccccc2)cc1
  10%	/	/	/	-9%	-1	/
O=[N+]([O-])c1cccc(-c2noc([C@@H]3Cc4nc[nH]c4CN3)n2)c1
  -4%&-9%[87.6 µM]	-28%&-1%[174 µM]	1%&3%[88.5 µM]	?	81%&57%[activator][87.6 µM]	8&2	45µM*!
COC(=O)N(C)Cc1cccc(N2CCN(Cc3c(Cl)ccc(Cl)c3Cl)CC2)c1F
  /	-32%	/	?	/	13	/
COc1ncccc1-c1nc2cc(C(=O)NC(C)C)ccc2o1
  -12%[12.5 µM]	?	0%	?	16%	3	/
O=C1NC[C@H]2CN(Cc3ccc(C(F)(F)F)cc3)CCN12
  -2%[87.6 µM]	-3%[138 µM]	-3%[88.5 µM]	?	9%[87.6 µM]	-5	0%[172 µM]
Cc1cccc(C(=O)N2CCCN(c3nnc4ccccn34)CC2)c1
  3%	-9%	i	3%	58%[activator]	36	-4%
COc1ccc(OC)c(NC(=O)N2CCN(S(=O)(=O)c3ccc4c(ccn4C)c3)CC2)c1
  1%	/	/	/	-3%	3	/
CC1(COc2ccc3[nH]ccc3c2)COc2ccc(C(=O)NCc3ccco3)cc2N1 (stereo unspecified)
  -4%[87.6 µM]	?	-2%[88.5 µM]	100µM*	-26%[87.6 µM]	-12	-15%[172 µM]
O=C1N[C@H](CC(=O)N2CCN(Cc3ccccc3)CC2)C(=O)Nc2ccccc21
  5%	i	i	7%	16%	-1	22%
Cc1ccc(Cc2nc3ccccc3nc2SCC(=O)N2CCCCC2)cc1
  ?	/	/	/	?	23	/
O=C(Cn1cc(S(=O)(=O)c2ccc(F)cc2)c(=O)c2cc3c(cc21)OCO3)Nc1ccccc1
  10%	/	/	/	7%	-16	/
Cc1nc(NCc2ccc(N3CCCC3=O)cc2)cc(C2CC(O)C2)n1 (stereo unspecified)
  1%	-5%	i	-7%	-29%	-13	-4%
CCn1c(C2CCCN(C(=O)Cc3c[nH]c4ccccc34)C2)nn(C)c1=O (stereo unspecified)
  1%	-19%	i	3%	-3%	-2	0%
COCC1CN(C(=O)c2sccc2C)CC12CCOCC2 (stereo unspecified)
  8%	-20%	i	?	25%	-3	0%
Cc1cc(C(=O)N2CCC3(CC2)NCCc2c3[nH]c3ccccc23)nn1C
  7%[12.5 µM]	-8%	i	?	-12%	3	-4%
Cc1cc(C)cc(NC(=O)Cn2c(=O)n(C(C)C)c(=O)c3oc4ccccc4c32)c1
  -16%	/	/	/	22%	18	/
O=C(Cc1ccccc1F)NCCc1noc(C2CC2)n1
  2%	-13%	i	-3%	7%	15	-9%

These rows are one share of the data; the hit share may differ from the screen's.
